M5 PAM – potentiates acetylcholine response at human M5 receptor | 360,000 compounds, 0.3% hits | activation, % at 3 µM | CHO-K1 hM5, Fluo-8 calcium, ACh EC20 PAM; 0% = ACh EC20, 100% = ACh EC100 | P08912 | AID 624038;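 active = activation above the run cutoff, the mean activation of all test compounds plus 3 SD, cut at about 18% in these data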
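System – CHO-K1 hM5 cells · Compound – 3 µM, single dose · Incubation – compound preincubation 140 s before EC20 acetylcholine addition · Technique – Fluo-8 calcium fluorescence · Measure – Max/basal fluorescence ratio as % of EC20–EC100 ACh window · Benchmarks – low control EC20 acetylcholine (0%), high control EC100 acetylcholine (100%) · Replication – singlicate, one well per test compound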
CRFBP-R2 agonist – CRF-BP/CRF-R2 complex agonism. HEK293 CRF-R2/CRF-BP, calcium dye fluorescence (FLIPR); percent of saturating CRF peptide response. activation, % at 13.2 µM. 350,000 compounds, 0.46% hits. AID 588473;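 active = activation of at least 50%, plus an integration ratio under a set limit after plate pattern correction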;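 note: plate controls were neutral control wells without compound for no effect and CRF at EC100 for full effect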
CHRM5 antagonist – CHRM5 antagonism in calcium assay; CHO-hM5 cells, Fluo-8 calcium fluorescence, ACh EC80; P08912; 360,000 compounds, 0.59% hits; inhibition, % at 3 µM; AID 624040;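 active = inhibition above a per-plate cutoff, the mean of that plate's test compounds plus 3 SD, cut at about 27% in these data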;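 note: 0% = acetylcholine EC80 with DMSO and 100% = DMSO without agonist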
M5 ag – agonists of human muscarinic M5 receptor (CHRM5); P08912; CHO-K1 hM5 cells, Fluo-8 calcium fluorescence; 0% DMSO wells, 100% maximal acetylcholine response; activation, % at 3 µM; 360,000 compounds, 0.19% hits;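 active = activation above the run's mean over test compounds plus 3 SD, cut at about 23% in these data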;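 note: signal is peak over basal fluorescence ratio across the kinetic read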
CRFBP-R2 block – blocks CRF-induced signaling of the CRF-BP/CRF-R2 complex; 350,000 compounds, 0.59% hits; HEK293 CRF-R2/CRF-BP, CRF-induced calcium fluorescence; inhibition, % at 11.8 µM; AID 588475;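 active = inhibition of the ligand-induced calcium signal above about 50% at the single tested concentration, limit read from the data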
CHRM1 PAM – potentiates human M1 receptor response to acetylcholine; P11229; CHO-K1 hM1, Fluo-8 calcium fluorescence, ACh EC20; 0% = ACh EC20, 100% = maximal ACh; activation, % at 3 µM; 360,000 compounds, 0.088% hits; AID 588819; in the data active = activation above about 19%, passing the limit was not always enough
Target sequence (P11229 whole entry, looked up): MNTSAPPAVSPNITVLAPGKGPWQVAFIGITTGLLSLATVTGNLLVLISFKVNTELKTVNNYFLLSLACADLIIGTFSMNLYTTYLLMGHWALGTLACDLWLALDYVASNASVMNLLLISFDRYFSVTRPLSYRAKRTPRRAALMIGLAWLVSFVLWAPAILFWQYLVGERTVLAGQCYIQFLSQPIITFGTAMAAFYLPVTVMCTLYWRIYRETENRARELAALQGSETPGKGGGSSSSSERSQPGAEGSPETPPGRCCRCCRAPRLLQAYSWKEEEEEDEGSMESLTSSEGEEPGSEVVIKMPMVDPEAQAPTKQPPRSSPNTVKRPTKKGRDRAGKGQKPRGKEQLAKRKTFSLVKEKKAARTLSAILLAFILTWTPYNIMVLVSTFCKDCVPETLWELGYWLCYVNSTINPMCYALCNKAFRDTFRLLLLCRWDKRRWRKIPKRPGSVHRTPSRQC
CHRM4 agonist – CHRM4 agonism in calcium assay. CHO-K1 hM4/Gqi5, Fluo-8 calcium fluorescence; vehicle 0%, full acetylcholine response 100%. AID 624127. P08173. activation, % at 3 µM. 360,000 compounds, 0.14% hits;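 active = activation above the run mean over all test wells plus 3 SD, cut at about 32% in these data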;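 note: peak over basal fluorescence ratio per well then scaled between controls; 0% = DMSO wells and 100% = acetylcholine at EC100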
Target sequence (P08173 whole entry, looked up): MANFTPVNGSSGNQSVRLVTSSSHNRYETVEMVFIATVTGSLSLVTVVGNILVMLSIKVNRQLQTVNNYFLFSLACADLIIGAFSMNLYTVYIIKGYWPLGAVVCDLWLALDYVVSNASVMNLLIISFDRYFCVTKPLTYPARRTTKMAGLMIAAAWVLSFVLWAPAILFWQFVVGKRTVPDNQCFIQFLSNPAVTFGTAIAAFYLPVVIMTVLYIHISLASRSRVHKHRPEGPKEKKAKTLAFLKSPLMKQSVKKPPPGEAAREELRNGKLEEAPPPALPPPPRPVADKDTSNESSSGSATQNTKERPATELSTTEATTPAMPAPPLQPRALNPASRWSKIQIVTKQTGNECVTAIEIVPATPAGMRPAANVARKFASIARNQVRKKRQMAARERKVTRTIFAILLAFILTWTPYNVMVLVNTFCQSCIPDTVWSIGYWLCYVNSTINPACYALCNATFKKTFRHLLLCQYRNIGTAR
M4 PAM – potentiates acetylcholine response at human M4 receptor; CHO-K1 hM4/Gqi5, Fluo-8 calcium fluorescence, ACh EC20; 0% = ACh EC20, 100% = maximal ACh; activation, % at 3 µM; 360,000 compounds, 0.4% hits;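 active = activation above its plate's cutoff, the mean activation of sample wells plus 3 SD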; note: some results filed as inactive read as strong as hits
M4 antag – blocks acetylcholine activation of human M4 receptor; P08173; CHO-hM4 cells, ACh EC80, Fluo-8 calcium fluorescence; inhibition, % at 3 µM; 360,000 compounds, 0.73% hits; AID 624125;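 active = inhibition above its plate's cutoff, the mean inhibition of sample wells plus 3 SD, cut at about 27% in these data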;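 note: 0% = acetylcholine EC80 with DMSO and 100% = DMSO without agonist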
* marks the source's active call; other numbers are inactive results; . = no result given.

Every second line gives: M5 ag	M4 antag	CRFBP-R2 agonist	CHRM1 PAM	M4 PAM	M5 PAM	CHRM5 antagonist	CHRM4 agonist	CRFBP-R2 block
1. CCN1C(=O)CSc2ccc(C(=O)NCc3ccccc3)cc21
  -2	-18	-3.6	2	0	-5	10	5	-2
2. O=C1CCC(C(=O)Nc2ccc(OC(F)F)cc2)N1 (configuration not stated)
  2	-1	-1.1	9	7	-3	0	0	-4
3. Cc1cccc(C)c1OCC(=O)NNC(=O)Nc1ccc(Cl)cc1
  1	-11	-0.6	-9	4	-5	-6	2	-11
4. O=C(O)C1=C[C@@H](c2ccc3c(c2)OCO3)C[C@@H](OCc2ccc(CO)cc2)O1
  0	1	-1.4	-10	4	-1	17	0	2
5. COc1ccc(S(=O)(=O)Cc2ccc(C(=O)N3CCN(c4cc(C)ccc4C)CC3)o2)cc1
  0	-4	-1.4	-2	-7	-5	6	8	9
6. Cc1cc(C)c2c(N)c(C(=O)N3CCN(c4ncccn4)CC3)sc2n1
  2	-6	-1.1	-10	1	4	0	1	4
7. Cc1cnc(C(=O)N(c2ccc(N3CCOCC3)cc2)C2C(=O)Nc3ccccc3N=C2c2ccc(F)cc2)cn1 (configuration not stated)
  0	-21	.	4	2	-4	-1	1	.
8. Cc1ccccc1C(=O)N1[C@@H](C(C)C)COc2cc(Br)ccc2S1(=O)=O
  1	-7	0.8	12	1	-3	2	0	5
9. Cn1c(N)c(C(=O)CSc2nnnn2-c2ccccc2)c(=O)n(C)c1=O
  1	-2	-2.2	4	2	2	2	0	-16
10. Nc1cc(=O)[nH]c(SCC(=O)Nc2ccccc2Sc2ccccc2)n1
  -6	-9	0.4	9	-2	3	4	0	0
11. Nc1cccc(-c2nc3ncccc3o2)c1
  -1	-11	1.2	2	-1	0	3	0	2
12. COCC(=O)Nc1nc2ccccc2s1
  -3	9	0.3	2	0	-1	1	1	-17
13. COc1ccccc1N1CCN(S(=O)(=O)Cc2ccccc2Cl)CC1
  3	6	1.0	-11	-7	-9	4	7	-11
14. CC(C)(C)NS(=O)(=O)c1ccc(N2C(=O)c3ccccc3C2=O)cc1
  0	2	-0.1	4	-2	-2	-3	5	14
15. C[C@@H]1CN([C@@H](C)CO)C(=O)Cc2cc(NS(=O)(=O)c3ccccc3)ccc2O[C@H]1CN(C)S(C)(=O)=O
  0	13	-0.3	6	-1	0	8	1	5

An excerpt from above in order of their number in CHRM1 PAM, descending:
Every second line gives: M5 ag	M4 antag	CRFBP-R2 agonist	CHRM1 PAM	M4 PAM	M5 PAM	CHRM5 antagonist	CHRM4 agonist	CRFBP-R2 block
10. Nc1cc(=O)[nH]c(SCC(=O)Nc2ccccc2Sc2ccccc2)n1
  -6	-9	0.4	9	-2	3	4	0	0
14. CC(C)(C)NS(=O)(=O)c1ccc(N2C(=O)c3ccccc3C2=O)cc1
  0	2	-0.1	4	-2	-2	-3	5	14
12. COCC(=O)Nc1nc2ccccc2s1
  -3	9	0.3	2	0	-1	1	1	-17
13. COc1ccccc1N1CCN(S(=O)(=O)Cc2ccccc2Cl)CC1
  3	6	1.0	-11	-7	-9	4	7	-11

Other compounds:
Every second line gives: M5 ag	M4 antag	CRFBP-R2 agonist	CHRM1 PAM	M4 PAM	M5 PAM	CHRM5 antagonist	CHRM4 agonist	CRFBP-R2 block
16. O=C(CCc1nc(-c2ccccc2F)no1)NC1CCN(Cc2ccccc2)CC1
  -5	-12	1.4	-15	2	-4	5	3	8
17. O=C1Nc2ccc(Br)cc2C1(O)c1ccccc1 (configuration not stated)
  0	-17	1.1	8	0	-1	-3	6	-13
18. CC(OC(=O)Cc1ccc(F)cc1)C(=O)N1CCc2ccccc21 (configuration not stated)
  -3	-11	4.5	11	5	-2	2	5	-11
19. COc1cc(CNc2ccc3[nH]c(=O)[nH]c3c2)ccc1OCc1ccccc1
  -6	7	-0.8	-1	-4	-4	-1	2	-12
20. C=CCn1c(CSc2nc3ccccc3s2)nnc1SCC(=O)NCc1ccco1
  -11	-4	-1.0	2	-4	6	-6	2	-1
21. Cc1cccc(C)c1OCc1cc(C(=O)NCC2CC2)no1
  -5	6	-0.5	1	-2	-5	15	1	-4
22. CN(C(=O)c1cccc(NC(=O)Cc2ccc(NC(=O)C3CCN(C(=O)CCc4ccccc4)CC3)cc2)c1)C1CCCCC1
  -2	-12	3.8	4	7	3	0	1	-9
23. Cc1cc(C(=O)N2CCc3c([nH]c4ccccc34)C2c2cccc(Cl)c2)nn1C (configuration not stated)
  3	1	-1.2	-7	-14	-1	-12	3	-4
24. CCCn1nnc(NC(=O)c2ccc(OC)cc2)n1
  -4	6	0.3	5	3	6	-1	1	-23
25. CC(C)C(=O)Nc1ccc(C(=O)Nc2ccc(Br)cc2F)cc1
  -3	-12	-1.2	-2	7	-3	0	2	31
26. COc1ccccc1Nc1nc(N)nc(CN2CCOCC2)n1
  1	6	-0.7	-5	-9	0	0	2	-10
27. O=C(N/N=C1\CC(c2ccccc2)Oc2ccccc21)c1ccc(O)cc1 (configuration not stated)
  1	1	-2.1	11	-4	0	-1	2	-2
28. O=C(NC(=S)NC12CC3CC(CC(C3)C1)C2)c1ccc(F)cc1
  -1	-8	2.4	8	6	-2	-3	1	-24
29. COc1cc2c(cc1NC(=O)COc1ccccc1OC)oc1ccccc12
  0	2	1.2	0	6	-2	-3	0	-5
30. COc1c2occc2c(OC)c2c(=O)cc(C(F)(F)F)oc12
  -6	6	-0.6	-5	2	2	11	-1	-4

Entries by screen from the list:
CRFBP-R2 agonist, compounds 19 to 27, in order: -0.8, -1.0, -0.5, 3.8, -1.2, 0.3, -1.2, -0.7, -2.1
CHRM1 PAM, compounds 19 to 27, in order: -1, 2, 1, 4, -7, 5, -2, -5, 11
M4 antag, compounds 19 to 27, in order: 7, -4, 6, -12, 1, 6, -12, 6, 1

Carrying on.
Every second line gives: M5 ag	M4 antag	CRFBP-R2 agonist	CHRM1 PAM	M4 PAM	M5 PAM	CHRM5 antagonist	CHRM4 agonist	CRFBP-R2 block
31. O=C(CCN1C(=O)C2CCCCC2C1=O)Nc1nc2ccc(F)cc2s1 (configuration not stated)
  2	1	0.1	4	5	1	-5	2	-6
32. CCCOc1ccc(CSc2nc3ccccc3[nH]2)cc1
  2	25	1.9	-27	-7	-21	42*	8	45
33. CCCc1cc(=O)[nH]c(SCC(=O)NC(=O)c2ccccc2)n1
  2	5	1.1	5	7	4	-2	2	1
34. CCOC(=O)c1cc2c(=O)n3ccccc3nc2n(CCOC)c1=NC(=O)c1ccncc1
  3	0	-3.5	4	-3	-1	0	3	-20
35. COc1ccc([C@@H]2[C@H]3CN(C(C)=O)CC=C3C(C#N)=C(N)C2(C#N)C#N)c2ccccc12
  -1	8	1.5	-1	2	-5	-1	0	-15
36. CN=c1scc(C)n1/N=C/c1cc(Br)c(O)c(Br)c1
  -2	13	-4.6	7	-3	1	4	-1	17
37. COc1ccc(N2C(=O)CCC(C(=O)Nc3cccc(C)n3)C2c2ccc(OC)c(OC)c2)cc1 (configuration not stated)
  -3	2	3.0	7	0	-2	3	2	14
38. CCCNC(=O)c1cccc(NC(=O)C(C)C)c1
  0	1	-1.2	10	2	0	3	3	10
39. CN1CCc2c(n(CC(O)CN3CCN(CCO)CC3)c3ccccc23)C1=O (configuration not stated)
  -2	-3	1.3	6	-6	7	4	0	-6
40. COc1ccccc1NC(=O)CN1CCN(Cc2ccccc2)CC1
  -5	16	-1.9	13	7	8	-6	0	-2
41. Cc1oc(C(N)=O)cc1COc1ccc(C(N)=O)cc1
  -5	10	-0.4	-1	1	-10	20	1	4
42. CC(=O)N1CCN(CC(=O)Nc2ccc3c(c2)CCC3)CC1
  0	9	1.2	-2	-3	-5	-3	2	12
43. Cc1ccc2nc(-c3cccc(S(=O)(=O)N4CCCC4)c3)cn2c1
  -4	-4	0.2	6	7	12	-12	3	-8
44. COC(=O)c1ccc(OC)c(CSc2nnc(-c3ccc(C)cc3)o2)c1
  1	-5	-1.6	8	1	-3	10	1	12
45. COc1cc(NC(=O)c2cccnc2Sc2ccc(C)c(C)c2)cc(OC)c1OC
  0	-6	-3.8	3	12	-7	3	5	-13
46. Clc1cc2nc[nH]c2cc1Cl
  -8	-12	0.8	6	-4	1	-1	2	-7
47. C/C(=N\NC(=O)c1ccncc1)c1cccs1
  -3	-3	0.3	4	-9	1	6	-1	10
48. CCC1CCCCN1CCNS(=O)(=O)c1ccc2c(c1)CCN2C(C)=O (configuration not stated)
  -5	-1	0.4	-3	-4	2	-2	0	1
49. Cn1cc(SCC(=O)NC2CCCC2)c2ccccc21
  -6	3	-0.8	6	-1	-7	-1	0	-8
50. CCC(C(=O)N1CCC(C(N)=O)CC1)n1nc(C)n2c(cc3occc32)c1=O (configuration not stated)
  -5	7	-0.6	3	-1	3	-3	0	0
51. COc1cccc(NC(=O)COC(=O)/C=C/c2ccc(Cl)cc2Cl)c1
  1	-2	-0.6	-2	1	-3	-13	3	-14
52. Fc1cccc(Cc2noc(CN3CCSCC3)n2)c1
  0	3	0.2	11	-1	8	-5	1	7
53. O=C1NN=COc2ccccc21
  -1	2	-0.1	6	11	10	3	2	6
54. COC(=O)CSc1nnc(CSc2nc(C)cc(C)n2)o1
  -3	1	0.5	15	-3	-1	-2	1	0
55. OCc1cc(C(O)CNCCCCCCOCCCCc2ccccc2)ccc1O (configuration not stated)
  -1	-7	-1.4	-2	-8	-7	1	1	-28
56. CCOc1cc(C(=O)NCCOC)cc(OCC)c1OCC
  -5	-10	0.3	0	6	5	-1	1	-4
57. Cc1ccn(CC(=O)N2CCCC(N3CCN(c4cccc(C(F)(F)F)c4)CC3)C2)n1 (configuration not stated)
  0	-12	0.5	1	2	-2	3	1	-5
58. O=C(Cc1ccc(-n2c(=O)c3ccccc3n(Cc3ccccc3F)c2=O)cc1)NCC1CCCO1 (configuration not stated)
  -2	2	-1.6	6	-4	-1	-2	1	-15
59. Cc1ccn2c(CN(C)CCn3nc(C)cc3C)c(C(=O)N3CCCCCC3)nc2c1
  -4	-5	0.3	11	0	4	-4	2	14

Whole records, quoted from the list. Screens in order: M5 ag | M4 antag | CRFBP-R2 agonist | CHRM1 PAM | M4 PAM | M5 PAM | CHRM5 antagonist | CHRM4 agonist | CRFBP-R2 block
Cc1cccc(C)c1OCC(=O)NNC(=O)Nc1ccc(Cl)cc1 is listed with 1 | -11 | -0.6 | -9 | 4 | -5 | -6 | 2 | -11
O=C1NN=COc2ccccc21 is listed with -1 | 2 | -0.1 | 6 | 11 | 10 | 3 | 2 | 6
Cc1cnc(C(=O)N(c2ccc(N3CCOCC3)cc2)C2C(=O)Nc3ccccc3N=C2c2ccc(F)cc2)cn1 (configuration not stated) is listed with 0 | -21 | . | 4 | 2 | -4 | -1 | 1 | .
O=C(CCN1C(=O)C2CCCCC2C1=O)Nc1nc2ccc(F)cc2s1 (configuration not stated) is listed with 2 | 1 | 0.1 | 4 | 5 | 1 | -5 | 2 | -6
C[C@@H]1CN([C@@H](C)CO)C(=O)Cc2cc(NS(=O)(=O)c3ccccc3)ccc2O[C@H]1CN(C)S(C)(=O)=O is listed with 0 | 13 | -0.3 | 6 | -1 | 0 | 8 | 1 | 5
